# Screening data as filed in PubChem BioAssay.
# GSK3B inh – human GSK3beta kinase inhibitors, primary screen, biochemical, cell-free homogeneous, HTS; GST-GSK3beta kinase, ADP-Glo luminescence, 60 min; active compounds read low; Glycogen synthase kinase-3 beta (Homo sapiens), P49841; activity score (negative = inhibition), % at 10 µM; hit rate 0.038% among 300,000; AID 2097, 2009;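 active = more than half of replicate wells score below -50%, meaning over 50% inhibition versus plate controls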;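 note: 0% = median DMSO wells and -100% = median GW8510 positive control wells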
#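 Test system – GST-tagged human GSK3beta kinase, cell-free · Incubation – 60 min enzyme reaction, room temperature · Signal – ADP-Glo luminescence · Also added – peptide substrate and ATP at 25 µM · Controls – DMSO neutral wells and GW8510 at 20 µM as positive · Buffer or medium – Tris/MgCl2 kinase buffer · Measure – Luminescence-derived activity versus plate DMSO and GW8510 wells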
# HSP90 refold inh – HSP90 inhibitors, primary screen, cell lysate, luminescence; inhibition, % at 5.6 µM; hit rate 0.91% among 290,000; Heat shock protein HSP 90 (rabbit reticulocyte lysate; luciferase refolding); Rabbit reticulocyte lysate, luciferase refolding luminescence, 3 h; AID 1789, 2009;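 active = inhibition above the screen-wide mean plus 3 SD, computed separately per campaign, cut at about 16% in these data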;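 note: 0% = DMSO wells and 100% = 60 µM geldanamycin wells; inhibitors lower the luminescence because luciferase stays unfolded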
# AI-2 QS modul – Vibrio harveyi AI-2 quorum sensing modulators, primary screen, JMH597 strain, luminescence/OD600 ratio; activity change, % at 7.5 µM; hit rate 0.4% among 300,000; AID 2094, 2009; Vibrio harveyi JMH597 AI-2 luminescence/OD600 ratio, 9 h; active compounds read low; strain lacks LuxN and CqsS sensors; 0 = neutral-control median; in the data active = activity change below about -75%, passing the limit was not always enough;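 note: luminescence divided by OD600 gain over 9 h not by final OD600 alone; inactives centre near 13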
# Platelet DG rel – inhibitors of platelet dense granule secretion, primary screen, cell-based, MLPCN, human platelets; hit rate 0.22% among 300,000; AID 1663, 2009; inhibition, %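 (compounds screened at 7.5 µM in platelet-rich plasma)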; human platelet-rich plasma, SFLLRN dense granule ATP release, luminescence;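 active = mean replicate score, as percent of positive control, at or above 50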
# GSK3 alpha inh – blockers of GSK3A enzyme activity – biochemical, luminescence, cell-free homogeneous, HTS, primary screen. GSK-3 alpha kinase, ADP-Glo luminescence, 60 min. inhibition, % at 10 µM. hit rate 0.1% among 320,000. AID 2650, 2010;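 in the data active = inhibition above about 50%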;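 note: GST-tagged GSK-3 alpha with peptide substrate and 25 µM ATP; 0% = DMSO neutral wells and 100% = GW8510 positive control wells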
# Target sequence (P49840 whole entry, looked up): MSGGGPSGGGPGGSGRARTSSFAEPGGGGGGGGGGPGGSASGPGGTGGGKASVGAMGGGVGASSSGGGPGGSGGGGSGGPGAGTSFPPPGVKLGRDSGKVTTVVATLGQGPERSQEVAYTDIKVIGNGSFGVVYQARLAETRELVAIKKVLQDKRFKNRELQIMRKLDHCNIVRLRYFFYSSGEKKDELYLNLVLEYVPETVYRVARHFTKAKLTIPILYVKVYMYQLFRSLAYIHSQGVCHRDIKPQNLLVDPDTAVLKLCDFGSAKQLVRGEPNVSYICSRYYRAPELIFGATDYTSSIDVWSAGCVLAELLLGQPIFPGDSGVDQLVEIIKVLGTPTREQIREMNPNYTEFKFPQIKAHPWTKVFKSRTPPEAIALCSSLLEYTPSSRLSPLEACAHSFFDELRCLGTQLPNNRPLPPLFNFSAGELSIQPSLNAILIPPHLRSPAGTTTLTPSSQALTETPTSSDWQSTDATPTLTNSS
# PolyA inh – polyadenylation inhibitors in yeast reporter cells, primary screen, luminescence, S. cerevisiae. hit rate 0.02% among 300,000. calls only at 12 µM. S. cerevisiae SKY197-pL101 polyadenylation reporter, beta-gal luminescence; efflux-impaired pdr1/pdr3 knockout yeast; score 100 = 6 SD above DMSO;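 active = lowest replicate activity score at least 50, where 100 means six control SD above control mean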;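 note: yeast exposed to compound for 9 h at 30 °C; higher score means more reporter readthrough which indicates perturbed polyadenylation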
# DYRK1A inh – rat Dyrk1A kinase inhibitors, primary screen, biochemical, single point, plate reader; Dual specificity tyrosine-phosphorylation-regulated kinase 1A (Rattus norvegicus), Q63470; ADP-Glo luminescence, NFATc1 peptide; inhibition, % at 12.5 µM; hit rate 0.43% among 310,000; AID 504441, 2011; in the data active = inhibition above about 50%;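 note: plate controls were vehicle with enzyme for no effect and no enzyme for full effect; many of its hits are not listed in these tables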
# HSF-1 act – HSF-1 activators, primary screen, NIH3T3-HGL cells, MG132 stress, luminescence, single point. activation, % at 9 µM. NIH3T3-HGL HSF-1 luciferase reporter, 8 h; 100% = twice DMSO control signal. AID 504408, 2011. hit rate 1.7% among 300,000;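 active = mean replicate activation of at least 50% with a set share of replicates each reaching 50%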;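 note: 0% = median of the neutral control wells and 100% = twice that signal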
# HDAC3 inhib – HDAC3 deacetylase inhibitors, primary screen, biochemical, fluorescence, cell-free homogeneous; AID 2718, 2010; hit rate 0.15% among 320,000; inhibition, % at 8.3 µM; recombinant HDAC3, fluorogenic peptide/trypsin coupled; in the data active = inhibition above about 26%, passing the limit was not always enough
# Target sequence (O15379 whole entry, looked up): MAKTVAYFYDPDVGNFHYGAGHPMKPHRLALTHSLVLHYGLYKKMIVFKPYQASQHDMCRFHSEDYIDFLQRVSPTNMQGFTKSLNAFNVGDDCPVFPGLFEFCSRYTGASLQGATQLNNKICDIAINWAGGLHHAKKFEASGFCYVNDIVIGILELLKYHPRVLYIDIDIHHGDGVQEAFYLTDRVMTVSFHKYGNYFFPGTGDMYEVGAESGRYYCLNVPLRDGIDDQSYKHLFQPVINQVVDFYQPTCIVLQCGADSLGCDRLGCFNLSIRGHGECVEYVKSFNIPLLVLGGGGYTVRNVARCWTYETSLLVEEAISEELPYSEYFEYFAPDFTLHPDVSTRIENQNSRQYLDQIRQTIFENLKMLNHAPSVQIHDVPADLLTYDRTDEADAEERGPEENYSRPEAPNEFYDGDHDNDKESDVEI
# HSF1 inh – HSF1 inhibitors in luciferase reporter cells, primary screen, cell-based, NIH3T3, luminescence; hit rate 0.77% among 300,000; activity change, negative = inhibition, % at 7.5 µM (by protocol); AID 2098, 2009; NIH3T3-HGL HSE-luciferase, MG132-induced, luminescence 8 h; active compounds read low;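 active = more than half of replicate wells show activity change below -50%, luminescence cut by over half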;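 note: luciferase reports HSF-1 transcriptional activity via heat shock element; 0% = median of DMSO wells and -100% = zero luminescence signal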
# * hit, by the source's call; i = inactive; · = not tested or not shown. This is a subset; the hit share may differ from the screen's.
GSK3 alpha inh	PolyA inh	HSF-1 act	HDAC3 inhib	DYRK1A inh	Platelet DG rel	GSK3B inh	HSF1 inh	AI-2 QS modul	HSP90 refold inh	compound
-1	i	2	-6	-2	1	-1	-4	15	4	CN(C)S(=O)(=O)c1ccc(/C(O)=C2/C(=O)C(=O)N(Cc3cccnc3)C2c2cccs2)cc1 (centres undefined)
4	i	6	2	1	1	-4	-7	71	3	CCN(CC)S(=O)(=O)c1ccc(/C=C/C(=O)NC2CCCCC2)cc1
0	i	7	-1	-13	1	1	-3	4	-3	Cc1cccc2cc(CN(CC3CCCO3)C(=O)c3ccco3)c(=O)[nH]c12 (centres undefined)
-3	i	15	2	5	·	-3	12	12	2	Cc1cc(Cl)ccc1OCC(=O)N1CCCCC1
-1	i	-10	1	0	-14	2	7	15	7	CC1(C)CC(=O)C2=C(C1)OC1=C(C(=O)CC(C)(C)C1)C2c1ccccc1
-2	i	4	3	4	3	4	1	8	·	CCOC(=O)c1ccc(NC(=O)c2nc[nH]c2C(=O)NC)cc1
·	i	-3	·	·	-17	1	-8	8	3	O=S(=O)(c1ccc(S(=O)(=O)N2CCN(Cc3ccccc3)CC2)cc1)N1CCOCC1
-4	i	4	-4	-1	-3	-3	-3	24	·	CCN(CC(=O)Nc1c(F)cccc1F)C(=O)C1CC1C (centres undefined)
-3	i	21	9	3	-8	-7	13	13	-4	Cc1ccc2nc(N(CCN(C)C)C(=O)C3=COCCO3)sc2c1
0	i	-2	-1	-3	5	1	-11	18	1	COc1ccc(CCN(C)c2ccc(S(=O)(=O)N3CCCC3)cn2)cc1OC
-1	i	18	3	·	-2	2	11	11	-1	Cc1cc(Nc2ccc(O)cc2)n2c(nc3ccccc32)c1C#N
-1	i	-49	9	-7	2	1	-47	-32	27*	O=C(Cc1coc2cc3c(cc12)CCC3)OCC(=O)N1CCCC1=O
6	i	-22	0	1	-10	-18	-3	14	0	CCOC(=O)C(NC(C)=O)C(=O)O (centres undefined)
-6	i	-5	-3	-5	2	4	-6	25	-3	O=C(CNC(=O)c1cccs1)NCC(=O)OCc1ccc(Cl)cc1Cl
-2	i	-6	-3	-7	4	2	-6	11	·	O=C(CCNC(=O)c1ccc(Br)cc1)NCC1CCCO1 (centres undefined)
-3	i	-4	-12	-1	9	1	-5	21	-4	COCCNc1ncnc2c1nc1n2CCCC1
0	i	30	-2	-3	-5	5	4	10	0	COc1ccc(F)cc1C(=O)C1CCCN(C(=O)C2=C(C)OCCO2)C1 (centres undefined)
-3	i	12	4	-6	-3	-1	-2	8	-3	COc1ccc(CNC(=O)c2cc(=O)c3ccc(C)c(C)c3o2)cc1
-1	i	13	-90	2	-11	-2	7	13	-3	CCc1nn(CC(=O)NCCN2CCOCC2)c(=O)c2cc3c(OC)cccc3n12
2	i	-21	9	2	·	4	-12	21	·	CCOc1ccc(NC(=O)CN(C)C(=O)CSCc2ccc(C)cc2)cc1OCC
-1	i	0	0	7	-5	2	2	8	-7	CC(C(=O)NCCCn1ccnc1)(c1ccccc1)c1ccccc1
4	i	22	13	5	-2	0	17	19	9	[O-][N+]1=c2ccc(Nc3ccccc3)cc2=NC12CCCCC2
1	i	-1	0	1	-8	-5	0	23	-3	CCOc1ccc(CCNC(=O)COC(=O)c2cccs2)cc1OCC
0	i	-20	-7	1	8	3	-1	-2	4	C=C1CCC[C@]2(C)C[C@H]3OC(=O)C(CNCC(OC)OC)[C@H]3CC12 (some centres undefined)
-1	i	20	-1	0	6	2	6	15	1	O=C(N/N=C\c1ccc(OC(=O)c2cccs2)cc1)c1ccc(Cl)cc1
-1	i	-12	2	-3	11	1	-6	12	4	Cc1cccc(C(=O)NCc2nnc(SCc3ccc(F)cc3)n2C)c1
-1	i	2	0	-5	5	1	1	16	0	COc1ccc2cc(C(C)C(=O)NC3CCC(O)CC3)ccc2c1 (centres undefined)
-4	i	10	-2	-3	2	·	4	·	1	CCOC(=O)N1CCN(Cc2nc(-c3cccc(C)c3)no2)CC1
-2	i	7	0	0	6	3	-6	8	1	Cc1cc(C)c(Nc2ncnc(N)n2)c(C)c1
-5	i	0	9	2	9	0	7	8	5	C/C(=N\NC(=O)c1ccc(N(C)C)cc1)c1ccc(C)cc1C

# Part of the list above in another layout.
smiles	GSK3 alpha inh	PolyA inh	HSF-1 act	HDAC3 inhib	DYRK1A inh	Platelet DG rel	GSK3B inh	HSF1 inh	AI-2 QS modul	HSP90 refold inh
CC1(C)CC(=O)C2=C(C1)OC1=C(C(=O)CC(C)(C)C1)C2c1ccccc1	-1	i	-10	1	0	-14	2	7	15	7
CCOC(=O)c1ccc(NC(=O)c2nc[nH]c2C(=O)NC)cc1	-2	i	4	3	4	3	4	1	8	·

# Going on with the list:
GSK3 alpha inh	PolyA inh	HSF-1 act	HDAC3 inhib	DYRK1A inh	Platelet DG rel	GSK3B inh	HSF1 inh	AI-2 QS modul	HSP90 refold inh	compound
4	i	2	3	6	-2	0	3	16	5	CCOc1ccc(N(CC(=O)Nc2ccccc2OC)S(C)(=O)=O)cc1
-2	i	9	5	4	1	0	15	26	-3	COn1c(SCc2ccc(Cl)cc2)nc2ccccc2c1=O
0	i	19	-7	0	-3	1	-5	6	0	Cc1ccc(C(=O)OCCN(C)Cc2ccccc2)cc1
2	i	-19	2	-1	-7	-1	0	5	-6	CC(Oc1ccc(F)cc1)C(=O)NN (centres undefined)
·	i	48	5	-3	4	-2	22	28	-5	O=C(O)c1cccc(N2C(=O)c3cccc(Oc4ccc(Cl)cc4)c3C2=O)c1
4	i	51*	0	2	-6	0	25	38	4	CCCNC(=O)Nc1ccc(C)cc1C
2	i	15	0	1	-10	4	10	25	0	COc1cccc(/C=N/NC(=O)c2ccncc2)c1OC(=O)c1ccc(Br)cc1
-5	i	-4	-4	2	1	2	-1	20	1	CCOC(=O)c1ccc(-n2ccnc2)c(NC(=O)c2cccc(Br)c2)c1
9	i	5	-5	5	4	-2	2	7	-2	O=C1Nc2ccccc2C12NCCc1c2[nH]c2ccccc12 (centres undefined)
0	i	-5	0	-6	-9	2	-3	41	0	CCOc1ccc(NC(=O)CC2C(=O)N(c3ccccc3)C(=O)N2CCc2cccs2)cc1 (centres undefined)
-2	i	-25	13	·	4	0	-20	1	5	Clc1ccc(Cn2ncc3c(NCc4ccccc4)ncnc32)c(Cl)c1
-2	i	-6	-4	3	-25	-1	2	8	-3	CC(=O)c1ccc(C(=O)NC2CCCN(Cc3ccc(Cl)cc3)C2)s1 (centres undefined)
3	·	·	5	0	·	·	·	·	0	CCC(=O)c1ccc(OCC(=O)N2CCc3cc(OC)c(OC)cc3C2)cc1
-3	i	8	4	11	-3	1	23	35	-2	Cc1nn(C)c(C(=O)NNC(=S)Nc2ccc(Cl)cc2)c1[N+](=O)[O-]
-3	i	-6	7	8	4	-4	-4	19	·	CCOC(=O)c1c(-c2ccccc2)c(C(C)=O)c(=O)n(C)c1C
-5	i	6	-1	-1	-6	1	-7	27	1	CN(C)c1ccc(C2OC(=O)C3(CCCC3)C(=O)C2(C)C)cc1 (centres undefined)
-2	i	2	13	3	2	1	0	14	-3	CC1CCCC(NS(=O)(=O)c2cccc3nsnc23)C1C (centres undefined)
-7	i	-1	3	-25	5	3	-3	9	-2	O=S(=O)(c1ccccc1)N1CCN(CC2CC3C=CC2C3)CC1 (centres undefined)
1	i	-14	0	2	6	-3	0	25	1	Cc1cccc(-c2cc(C(=O)Nc3sc(C)c(C)c3C(N)=O)c3ccccc3n2)c1
-2	i	-8	2	5	1	0	-4	7	4	N#CCCN(C(=O)COC(=O)COc1ccc(Cl)cc1)c1ccccc1
2	i	-6	-5	·	-3	2	-4	-4	-1	C=C(C)Cn1c(CN(C)Cc2ccccc2)nc2c1c(=O)n(C)c(=O)n2C
0	i	-2	2	-1	3	1	-6	19	-7	Cc1ccc(-c2nc(CS(=O)CC(=O)NC3CC3)c(C)o2)cc1 (centres undefined)
-3	i	-85	-10	-2	4	0	-81*	8	-6	CCOC(=O)CNC(=O)CSc1nnc(C)c(=O)[nH]1
-2	i	-29	-2	29	1	2	-33	35	90*	Cc1oc(-c2ccc3c(c2)OCCO3)cc1C(=O)NCC(=O)O
0	i	-9	3	3	8	6	-3	3	4	CCCOc1cc(CC(=O)NCc2ccco2)ccc1OC
4	i	0	-15	1	8	3	-8	27	·	COc1ccc(CNC(=O)c2ccc(N3CCC4(CC3)CC(c3ccc(Cl)cc3)=NO4)c(NC(=O)c3ccccc3)c2)cc1
0	i	5	-2	11	-3	-2	-2	31	0	COc1ccc(OC)c(NC(=O)C2CCN(Cc3cnn(-c4ccccc4)c3-n3cccc3)CC2)c1
-2	i	1	-5	-5	3	12	-7	16	1	Cc1[nH]cc(Br)c(=O)c1Oc1ncc(C(F)(F)F)cc1Cl
0	i	-10	12	-2	-15	2	-9	22	0	COC(=O)c1cc(C(=O)N2CCN(C(=O)c3ccco3)CC2)cc([N+](=O)[O-])c1
8	i	-10	·	0	2	0	-8	12	4	CN(C)S(=O)(=O)c1ccc(-c2csc(N/N=C/c3ccc(O)cc3)n2)cc1
2	i	2	-2	6	-6	2	-7	36	-3	O=C1CSC(=Nc2ccccc2Cl)N1
1	i	-1	6	1	1	1	0	20	4	CCOC(=O)c1nnn(-c2nonc2N)c1CN(CC)c1ccccc1
0	i	-7	-3	-2	-2	2	-2	19	-2	CCc1ccc(N(C(=O)c2snc(C(N)=O)c2N)C(C(=O)NCC2CCCO2)c2cccs2)cc1 (centres undefined)
-6	i	-11	-30	3	1	2	0	-7	-3	COc1cccc(C=Nc2ccccc2C(=O)Nc2nccs2)c1OC
-5	i	0	3	-3	-4	1	-6	16	-2	CCC(=O)c1ccc(OCC(=O)N2CCCC2)c(OC)c1
-1	i	46	-1	2	17	-4	0	4	3	O=C(NC1CCCCCC1)c1cccs1
0	i	25	0	-6	20	3	9	17	-2	Cc1nn(CC(=O)NCc2cc3ccccc3[nH]2)c(C)c1[N+](=O)[O-]
0	i	33	-1	-1	1	-3	11	29	-4	Cc1ccc(NC(=O)CSc2nc(=O)cc(N)n2-c2ccccc2)cc1
2	i	39	·	3	0	-2	14	6	2	CS(=O)(=O)Nc1ccc(C2=NN(C(=O)c3ccco3)C(c3ccc(F)cc3)C2)cc1 (centres undefined)
8	i	2	-3	9	3	-4	6	23	-4	CCN(CC)CCCNc1nc2ccccc2c2nc(-c3ccncc3)nn12
